# Screening data (PubChem BioAssay)
# NIH3T3 tox = kills NIH 3T3 cells; NIH 3T3 viability, CellTiter-Glo ATP luminescence, 48-72 h; Potency, µM (series often up to 96.7 µM), inactives show at the top dose activity change, negative = cytotoxicity, most hits filed as inhibitors; 94,000 tested, 4.3% active; also: potency is read from the fitted curve at half-maximal effect; nearly all actives have a fitted effect of over 55% in size
#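 ATP-dependent luminescence (CellTiter-Glo) served as the viability signal for NIH 3T3 cells treated with compound for 48 or 72 hr at 37 °C.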
# SNCA expr inh = reduces expression of the alpha-synuclein gene. AID 1671194. 140,000 tested, 0.17% active. HEK-293 SNCA-luciferase knock-in, luminescence, 24 h. Potency, µM (titrated, usually from 57.2 µM), for the others: at the highest dose activity change, negative = inhibition, actives largely listed as inhibitors;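 also: potency is read from the fitted curve at half-maximal effect; plate controls were DMSO cells for no effect and cell-free wells for full effect; nearly all actives have a fitted effect of over 45% in size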
# HEK293 viab = cell viability loss counter-screen; Potency, µM (top dose mostly 57.1 µM), inactives show top-dose activity change, negative = cytotoxicity, most hits filed as cytotoxic; HEK-293-SNCA-luc viability, GF-AFC fluorescence, 24 h; 150,000 tested, 0.12% active;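 also: potency is read from the fitted curve at half-maximal effect; 0% = DMSO-treated cells and -100% = medium-only wells without cells; nearly all actives have a fitted effect of over 30% in size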
#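 Cytotoxicity counterscreen: after 24 h compound treatment of genome-edited SNCA-luciferase HEK-293 cells, live-cell protease substrate GF-AFC read by fluorescence after 30 min; activity scaled between DMSO (0%) and medium-only (-100%), curves Hill-fitted.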
# HEK293 tox = kills HEK 293 cells; HEK 293 viability, ATP luminescence (CellTiter-Glo), 48-72 h; Potency, µM (highest dose often 115 µM), inactives show at the highest dose activity change, negative = cytotoxicity, usual class: inhibitors; 94,000 tested, 6.6% active; AID 1345083; also: potency is read from the fitted curve at half-maximal effect; nearly all actives have a fitted effect of over 60% in size
#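 250 HEK 293 cells/well; compound by pintool; incubated 48 or 72 hr at 37 degree Celsius; CellTiter-Glo added, 10 min RT, luminescence imaged.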
# Luciferase inh = inhibitors of firefly (Photinus pyralis) luciferase; purified P. pyralis luciferase, luminescence, biochemical; Potency, µM (titrated, usually from 115 µM), inactives show at the top dose activity change, negative = inhibition, actives largely listed as inhibitors; 76,000 tested, 2.5% active; also: potency is read from the fitted curve at half-maximal effect; nearly all actives have a fitted effect of over 65% in size
# Target sequence (P08659 whole entry, looked up): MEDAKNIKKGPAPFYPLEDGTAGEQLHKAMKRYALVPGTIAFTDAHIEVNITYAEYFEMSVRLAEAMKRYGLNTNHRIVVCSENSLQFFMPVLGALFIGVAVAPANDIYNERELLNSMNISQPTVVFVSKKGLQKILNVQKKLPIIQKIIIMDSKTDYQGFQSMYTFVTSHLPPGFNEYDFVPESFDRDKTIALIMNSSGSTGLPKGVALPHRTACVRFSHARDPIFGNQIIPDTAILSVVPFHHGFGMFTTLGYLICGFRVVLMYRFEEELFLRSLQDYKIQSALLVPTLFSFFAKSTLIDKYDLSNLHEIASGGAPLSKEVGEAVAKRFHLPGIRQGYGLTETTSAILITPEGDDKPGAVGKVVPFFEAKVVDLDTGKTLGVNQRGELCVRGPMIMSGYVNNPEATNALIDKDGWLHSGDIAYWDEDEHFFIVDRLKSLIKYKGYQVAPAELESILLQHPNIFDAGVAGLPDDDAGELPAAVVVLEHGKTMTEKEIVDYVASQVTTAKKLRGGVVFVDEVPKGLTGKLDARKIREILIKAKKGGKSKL
#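 Inhibitors were tested against purified firefly luciferase in a biochemical, low-substrate format (both substrates at 10uM) and luminescence measured with a CCD imager.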
# IP6K1 inhibitor = IP6K1 kinase inhibition; Q92551; IP6K1 kinase, ADP-Glo luminescence, 2 h; active compounds read low; activity change, % (series mostly up to about 58 µM); 140,000 tested, 0.81% active; in the data active = activity change below about -25%
# Target sequence (Q92551 whole entry, looked up): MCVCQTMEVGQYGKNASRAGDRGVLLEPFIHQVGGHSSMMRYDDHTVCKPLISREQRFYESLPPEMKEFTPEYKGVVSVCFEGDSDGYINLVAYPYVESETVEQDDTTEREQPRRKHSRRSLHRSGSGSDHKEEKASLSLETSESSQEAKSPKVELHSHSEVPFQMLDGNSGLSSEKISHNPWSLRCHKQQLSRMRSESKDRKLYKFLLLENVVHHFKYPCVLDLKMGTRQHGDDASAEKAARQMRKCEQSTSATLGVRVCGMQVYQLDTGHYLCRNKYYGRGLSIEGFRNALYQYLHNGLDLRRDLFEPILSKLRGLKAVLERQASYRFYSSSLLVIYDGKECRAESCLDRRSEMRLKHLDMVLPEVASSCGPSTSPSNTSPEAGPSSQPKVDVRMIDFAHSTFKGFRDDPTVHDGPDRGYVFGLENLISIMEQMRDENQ
#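 ADP-Glo luminescence measures ADP made by human IP6K1 during a 2 h RT reaction with ATP/IP6 (mix at 1.3 mM/130 uM); top library doses 57.5 and 19.1 uM final.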
# GPT2 inhibitor = blocks human glutamate pyruvate transaminase 2. Q8TD30. Recombinant GPT2, coupled pyruvate oxidase/HRP Amplex Red fluorescence. Potency, µM (series often up to 57.7 µM), for the others: at the top dose activity change, negative = inhibition, usual class: inhibitors. 100,000 tested, 0.25% active. AID 1671188; also: potency is read from the fitted curve at half-maximal effect; nearly all actives have a fitted effect of over 60% in size; many of its hits are not listed in these tables
#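 Recombinant GPT2 (10ng/uL) with 250uM a-KG and 2mM L-alanine, 30 min at room temperature, in HEPES pH 7.5 buffer. Pyruvate detected by pyruvate oxidase/HRP/Amplex Red fluorescence after 30 min in the dark; AOA (50uM) as positive control.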
# An asterisk follows results filed as active; i = inactive; u = inconclusive; x = no result given; [ ] = remark or other dose. Unless noted, calls follow the shape of the dose curve; as a rule, active = well fitted curve in the direction sought with a large enough effect; inconclusive = small, poorly fitted or top-dose-only effect, or another doubt; inactive = no such curve, though single readings can be large; an effect the other way counts as inactive or inconclusive. Unless noted, % is scaled to controls: 0 for no effect and ±100 for the full control effect.
SMILES,NIH3T3 tox,SNCA expr inh,HEK293 viab,HEK293 tox,Luciferase inh,IP6K1 inhibitor,GPT2 inhibitor
COCC(=O)NC1CCCN(Cc2cccc(-c3ccc(C)c(Cl)c3)c2)C1 (centres undefined),u,13%,-5%,u,x,23,u
O=C1NCc2ccccc2CC12CCCCN2Cc1cccc(O)c1 (centres undefined),-10%,-5%,-6%,-23%,x,-4,i
CC(=O)NCC(=O)N1Cc2ccccc2CC2(CCN(CC3CCOCC3)C2)C1 (centres undefined),i,-6%,-5%,i,x,-8,-9%
COc1ccc(C(=O)CC(=O)O)c2c1C=CC(C)(C)O2,x,x,-1%,x,x,-1,2%
Cc1nn(-c2ccccc2)c2c1C(C(C)C)N(C1CN([S+](=O)([O-])c3cccc(C(F)(F)F)c3)C1)C2=O (centres undefined),-4%,x,x,3%,x,4,x
COc1cccc(CCC(=O)N2CCC(Oc3ncccc3C(=O)N3CCCCC3)C2)c1 (centres undefined),-27%,32%[activator],-6%,1%,-7%,10,i
CCOc1ccc(C2c3c(oc4ccc(C)cc4c3=O)C(=O)N2c2nc(C)c(C)s2)cc1OC (centres undefined),x,3%,1%,x,x,-7,x
COCC(=O)N(C1CCOCC1)C1CCN(C(=O)Cc2ccc(Cl)cc2)CC1,4%,-15%,2%,14%,2%,-2,i
CCn1cc(S(=O)(=O)N2CC[C@H](c3nc(C)no3)[C@H](NC(=O)C3CC3)C2)cn1,u,-21%,-12%,-8%,0%,-10,i
CCOC(=O)c1ccccc1NC(=O)c1nn(C)c2c1COc1ccccc1-2,x,-1%,-2%,x,x,-3,x
CC(C)c1ccc(N2C(=O)N(Cc3cccc([N+](=O)[O-])c3)c3ccccc3S2(=O)=O)cc1,x,5%,5%,x,x,13,x
O=C1[C@@H]2C[C@@H](CN2C(=O)c2cncnc2)Oc2ccccc2N1Cc1ccc(OC(F)(F)F)cc1,-2%,-3%,4%,-17%,2%,5,i
CCN(CC)c1cc(CCC(=O)N(C)Cc2ccccc2)ccn1,u,-23%,0%,u,7%,18,i
O=C1[C@H]2CN(Cc3ccccc3Cl)C[C@H]2C(=O)N1CCN1CCc2ccccc2C1,u,27%,4%,u,9%,10,5%
O=C(Cn1c(=O)n(Cc2ccco2)c(=O)c2cccnc21)Nc1ccccc1F,x,102%[activator],-4%,x,x,16,x
N#Cc1ccc(CN2CCn3c(nnc3-c3cccnc3)C2)cc1,2%,-2%,11%,i,x,-4,i
O=C(CC1CCN(C(=O)C2CC2)C1)NCc1ccccc1 (centres undefined),-9%,2%,15%[12.5 µM],-25%,2%,11,2%
O=C(CCc1c[nH]c2ccccc12)NC1CCc2nn(CC3CC3)c(=O)n2CC1 (centres undefined),-4%,-29%,-11%,-3%,5%,-11,i
Cc1nc2ccc(S(=O)(=O)NC(C(=O)N3CCN(c4cccc(Cl)c4)CC3)C(C)C)cc2s1 (centres undefined),x,u,25%,x,x,-1,x
COc1cc(Cl)c(C)cc1NC(=O)Cn1cccc1-c1nc(-c2ccccc2)no1,u,u,1%,-23%,-3%,19,i
COc1ccccc1C(=O)N1CCCC1C(=O)N1CCCC1c1nc2ccncc2[nH]1 (centres undefined),-9%,x,x,-2%,x,-1,x
O=C(c1ccc(Oc2ccc(CN3CCCC3)cc2F)nc1)N1CCCCC1,-20%,4%,2%,u,-3%,2,-3%
CC(C)CN1C(=O)COC[C@@H]1[C@H](O)c1ccc(NC(=O)c2ccc(C#N)cc2)cc1,-28%[174 µM],-8%[87.6 µM],-1%[87.6 µM],u,u,2,-1%[88.5 µM]
O=C(NCc1cccc2[nH]ccc12)C1CCCN(C2CCN(C(=O)C3CC3)CC2)C1 (centres undefined),1%,6%,5%,i,-5%,11,-14%
O=C1COc2ccc(NCc3cccs3)nc2CN1Cc1ccc(C(F)(F)F)cc1,79µM*,u,u,79µM*,1%[172 µM],-11,-8%[88.5 µM]

# Full records as entered above. Values in the order: NIH3T3 tox | SNCA expr inh | HEK293 viab | HEK293 tox | Luciferase inh | IP6K1 inhibitor | GPT2 inhibitor
# O=C(Cn1c(=O)n(Cc2ccco2)c(=O)c2cccnc21)Nc1ccccc1F is entered as x | 102%[activator] | -4% | x | x | 16 | x
# COc1ccccc1C(=O)N1CCCC1C(=O)N1CCCC1c1nc2ccncc2[nH]1 (centres undefined) is entered as -9% | x | x | -2% | x | -1 | x
# CC(C)CN1C(=O)COC[C@@H]1[C@H](O)c1ccc(NC(=O)c2ccc(C#N)cc2)cc1 is entered as -28%[174 µM] | -8%[87.6 µM] | -1%[87.6 µM] | u | u | 2 | -1%[88.5 µM]

# Additional entries follow:
SMILES,NIH3T3 tox,SNCA expr inh,HEK293 viab,HEK293 tox,Luciferase inh,IP6K1 inhibitor,GPT2 inhibitor
CC(C)C(NC(=O)c1ccc2ccccc2n1)C(=O)NC(CC(=O)O)C(=O)COc1c(F)cccc1F (centres undefined),x,x,-4%,x,x,10,i
O=C(COc1ccc(F)cc1)N1CCCCCC1c1nnc(-c2ccccc2)o1 (centres undefined),u,6%,-6%,u,x,-11,4%
COCCCN1CC2(CCN(Cc3ccc4c(c3)CC(C)O4)CC2)CC1=O (centres undefined),3%,u,-2%,-9%,4%,-9,-2%[11.5 µM]
Cn1c(=O)c2c(nc(SCC(=O)Nc3ccccc3F)n2Cc2ccccc2F)n(C)c1=O,x,18%,-12%,x,x,18,x
CCn1ncc(N2CCC(NC(=O)Cc3ccccc3F)CC2)cc1=O,1%,13%,1%,-2%,-2%,12,i
CCOC(=O)[C@@](C)(N)Cc1ccc(O)c(O)c1,x,96%[activator][25.6 µM],54%[23.9 µM],x,x,-10,u
COCCCNc1ccc(C(=O)N2CCC(CN3CCCC3=O)CC2)cn1,i,-1%,2%,4%,11%,-57*,3%
COc1ccc(OC)c(C2C(C(=O)N3CCCCC3)=C(C)Nc3nc4ccccc4n32)c1 (centres undefined),x,-8%,3%,x,x,13,x
COc1ccc2c(CNCCc3ccco3)c(C(=O)O)n(Cc3ccc(C)cc3)c2c1,x,1%,-22%,x,x,7,x
CC1(C)C(=O)N(CC(=O)Nc2ccc(Br)cc2F)c2ccccc21,x,8%,-22%,x,x,-4,x
Cc1noc(C)c1CC(=O)NC1CCCc2c1[nH]c1ccc(F)cc21 (centres undefined),u,-30%,1%,u,2%,4,0%
Fc1ccc(Nc2nc(SCc3ccc(Cl)cc3)nc3ccccc23)cc1,x,-28%,2%,x,x,0,x
Cn1ncc2c(C(=O)Nc3ccc(F)cc3)cc(-c3ccc(C(F)(F)F)cc3)nc21,-2%,x,x,0%,x,-3,x
CN1CCN(C(=O)c2ccc3c(c2)N(Cc2ccc(F)cc2)C(=O)c2ccccc2S3=O)CC1 (centres undefined),x,8%,-6%,x,x,12,x
COc1ccc(NC(=O)Nc2ccc(C)n(CC(=O)Nc3cccc(C)c3)c2=O)cc1,-19%,51%[activator],-7%,u,u,2,-2%
CCN(CC)c1nn2c(=O)c(C(=O)NCc3ccc(F)cc3)cnc2s1,x,-12%,-6%,x,x,38,x
Cc1cc(C)n(-c2nc3ccccc3nc2Nc2cccc(C)c2C)n1,x,13%,23%,x,x,6,x
Cc1nc2ncccn2c1C(=O)N1CCC2(CCCN(C)C2=O)C1 (centres undefined),-2%,-10%,-7%,i,-9%,-10,i
O=C(NC[C@H]1O[C@@H](CC(=O)N2CCN(c3ccc(F)cc3)CC2)[C@H](O)[C@@H]1O)c1ccco1,1%,1%,-3%,-5%,2%,-7,i
CC(=O)c1cc(-c2ccccc2)n(CC(=O)NC2CCCCC2)c1C,x,-7%,5%,x,x,4,x
COc1cc(NS(=O)(=O)c2ccc3[nH]c4c(c3c2)CCCCCC4)cc(OC)c1,x,-6%,6%,x,x,-5,x
CN1c2cc(C(=O)Nc3ccccc3)ccc2C(=O)N2CCCCCC21 (centres undefined),u,53%[activator],25%[12.5 µM],79µM*,6.3µM*,32,i
CCN(CC)C(=O)CCc1c(C)nn(-c2ccc(F)cc2)c1Oc1ccccc1,u,10%,4%,u,-11%,-4,1%
COCc1cc(=O)n(CC(=O)NCc2ccc(C)cc2)c(N2CCOCC2)n1,2%,-11%,2%,2%,4%,14,4%
CC(C)c1ccc(CC(=O)N2CCCc3ncc(C(=O)NCCCn4ccnc4)cc32)cc1,-26%,-29%,0%,u,-5%,9,i

# The listing continues.
SMILES,NIH3T3 tox,SNCA expr inh,HEK293 viab,HEK293 tox,Luciferase inh,IP6K1 inhibitor,GPT2 inhibitor
COc1ccccc1CNC[C@H]1O[C@H](Cc2cc(CN(C)Cc3ccccc3)on2)CC[C@@H]1O,-25%,-8%,-8%,u,-3%,-1,-10%
O=C(c1ccco1)N1CCC2(CCCCO2)CC1,1%,4%,8%,-25%,-10%,16,5%
Cc1nc2cccnc2n1CC1CCCN(S(=O)(=O)Cc2ccccc2)C1 (centres undefined),u,-1%,-7%,-25%,4%,-2,2%
CSc1cccc(NC(=O)O[C@@H]2CC[C@]3(C)C(CC[C@@H](O)[C@H]3CC(=O)N3CCC[C@H]3CO)[C@]2(C)CO)c1 (some centres undefined),u,19%,-9%,-21%,-10%,-5,i
CCOC(=O)c1cccc(NS(=O)(=O)c2cc(-c3cnc(C)o3)ccc2OC)c1,x,13%,4%,x,x,-14,x
COCC(=O)N(C1CCOCC1)C1CCN(S(=O)(=O)c2cccnc2)CC1,-29%,4%,3%,-2%,5%,-11,i
Cc1cnc(C(=O)N[C@@H]2CCC[C@@H]2C(=O)NCCc2cccs2)cn1,-2%,u,-7%,-4%,4%,19,i
Cn1c(=O)c2c(nc(N3CCOCC3)n2Cc2ccccc2F)n(C)c1=O,x,-16%,-1%,x,x,3,x
CCOc1ccccc1CNC(=O)c1c(OC)cc(=O)n2c1CCCC2,-9%,-9%,8%,10%,4%,-9,5%
O[C@@H]1C[C@@H](c2nc(-c3ccccn3)no2)N(Cc2ccccc2)C1,1%[174 µM],75%[activator][87.6 µM],2%[87.6 µM],-2%[172 µM],-16%[172 µM],-1,2%[88.5 µM]
CCN(CC)Cc1ccc2c(c1)CN(C(=O)c1cncc(Br)c1)CCO2,-20%,-4%,-3%,-17%,-6%,-1,-7%
COc1ccc(CN2C[C@H](O)C[C@H]2c2nc(Cc3ccccc3)no2)cc1,-12%[174 µM],28%[87.6 µM],0%[87.6 µM],u,u,-1,i
CCOC(=O)C1=C(C)N=C2SC=C(CC(=O)N3CCCC3)N2C1c1ccc(Cl)cc1 (centres undefined),u,-26%,-15%,u,-2%,-9,2%

# Compounds above containing a furan ring, fused or not:
SMILES,NIH3T3 tox,SNCA expr inh,HEK293 viab,HEK293 tox,Luciferase inh,IP6K1 inhibitor,GPT2 inhibitor
O=C(Cn1c(=O)n(Cc2ccco2)c(=O)c2cccnc21)Nc1ccccc1F,x,102%[activator],-4%,x,x,16,x
COc1ccc2c(CNCCc3ccco3)c(C(=O)O)n(Cc3ccc(C)cc3)c2c1,x,1%,-22%,x,x,7,x
O=C(NC[C@H]1O[C@@H](CC(=O)N2CCN(c3ccc(F)cc3)CC2)[C@H](O)[C@@H]1O)c1ccco1,1%,1%,-3%,-5%,2%,-7,i
O=C(c1ccco1)N1CCC2(CCCCO2)CC1,1%,4%,8%,-25%,-10%,16,5%

# An excerpt; rates above refer to the full screens.
